HCMV antiviral = qHTS Assay for inhibitors of the human cytomegalovirus (HCMV); activity change, negative = inhibition, % at 57.5 µM; HFF cells, HCMV-luciferase reporter, 72 h; active compounds read low; 410,000 compounds, 4.5% hits; in the data active = activity change below about -60%; inconclusive = no clear call, values can overlap the other calls; inactive = above about -39%; also: % is scaled to controls: 0 for no effect and ±100 for the full control effect
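Compounds were evaluated in HFFs infected with an HCMV luciferase reporter virus (MOI 1 PFU/cell). Luciferase in lysates collected 72 h post infection served as the replication measure.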
Giardia FBPA inh = qHTS Assay for Inhibitors of Fructose-1,6-bisphosphate Aldolase from Giardia Lamblia | AID 2451, 2010 | Potency, µM (titrated, usually from 59.6 µM), for the others: at the top dose activity, negative = inhibition, hits mostly inhibitors | A8B2U2 | 290,000 compounds, 0.71% hits | purified Giardia FBPA; also: potency is read from the fitted curve at half-maximal effect; % is scaled to controls: 0 for no effect and ±100 for the full control effect; nearly all actives have a fitted effect of over 55% in size
Target sequence (A8B2U2 whole entry, looked up): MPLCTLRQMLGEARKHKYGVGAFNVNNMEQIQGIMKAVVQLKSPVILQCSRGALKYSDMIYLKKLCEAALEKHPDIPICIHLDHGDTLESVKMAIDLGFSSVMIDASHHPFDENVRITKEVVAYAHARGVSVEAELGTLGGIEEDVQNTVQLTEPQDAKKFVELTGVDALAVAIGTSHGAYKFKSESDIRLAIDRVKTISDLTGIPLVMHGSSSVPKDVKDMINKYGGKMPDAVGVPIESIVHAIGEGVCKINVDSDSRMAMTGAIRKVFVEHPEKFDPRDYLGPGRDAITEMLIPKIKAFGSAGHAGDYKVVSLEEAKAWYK
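40 nM FBPA preincubated 10 min at RT with compound (up to 57.5 uM final), then substrate plus GAPDH/TPI/NAD/arsenate coupling and diaphorase/resazurin added. Fluorescence read after 20 min at RT, 525/598 nm.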
AMA1-RON2 inh = qHTS for Inhibitors of AMA1-RON; Towards Development of Antimalarial Drug Lead: Primary Screen; AlphaScreen AMA1-biotinylated RON2 peptide binding; Potency, µM (highest dose often 58.2 µM), for the others: at the highest dose activity change, negative = inhibition, usual class: inhibitors; 360,000 compounds, 0.2% hits; AID 720542, 2013;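 also: potency is read from the fitted curve at half-maximal effect; 0% = vehicle wells and -100% = peptide control; nearly all actives have a fitted effect of over 45% in size; some results filed as inactive show a strong effect at the top dose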
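AMA1 (3D7) with his tag at 25 nM final met compounds first, then biotinylated RON2 peptide at 25 nM; detection used donor plus acceptor beads, 10 µg/mL apiece, read by AlphaScreen after 30 min at room temperature.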
AmpC inh no detg = qHTS Inhibitors of AmpC Beta-Lactamase (assay without detergent) | AmpC nitrocefin hydrolysis, absorbance 480 nm, 0.0001% Triton | Potency, µM (titrated, usually from 57.1 µM), inactives show at the highest dose activity change, negative = inhibition, most hits filed as inhibitors | 330,000 compounds, 0.52% hits | AID 485341, 2010;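 also: potency is read from the fitted curve at half-maximal effect; plate controls were no compound for no effect and no enzyme for full effect; nearly all actives have a fitted effect of over 20% in size; some results filed as inactive show a strong effect at the top dose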
Target sequence (P00811 whole entry, looked up): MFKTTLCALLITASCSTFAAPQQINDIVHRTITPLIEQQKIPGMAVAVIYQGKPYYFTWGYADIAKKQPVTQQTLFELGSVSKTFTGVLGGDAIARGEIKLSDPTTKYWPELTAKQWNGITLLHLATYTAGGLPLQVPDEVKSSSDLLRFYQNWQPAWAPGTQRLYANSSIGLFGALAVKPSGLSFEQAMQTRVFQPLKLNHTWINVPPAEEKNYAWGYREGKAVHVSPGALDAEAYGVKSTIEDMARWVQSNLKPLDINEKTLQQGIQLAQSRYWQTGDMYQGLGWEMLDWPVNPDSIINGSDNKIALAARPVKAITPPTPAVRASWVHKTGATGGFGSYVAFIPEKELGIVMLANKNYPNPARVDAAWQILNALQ
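20 mM phosphate pH 7.0 + 0.01% (detergent screen) or 0.0001% Triton X-100; 5.3 nM AmpC reagent; cpd preinc 15 min RT; nitrocefin (800 uM stock) to start; A480 q20 s × 4 min; Activity was normalised to no-enzyme and no-compound control wells.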
Shiga inhibitor = A qHTS for Small Molecule Inhibitors of Shiga Toxin. 290,000 compounds, 9.2% hits. Vero cells, Shiga toxin protein synthesis inhibition reporter. inhibition, % at 38.7 µM; in the data active = inhibition mostly above about 28%, no sharp cut-off; inactive = mostly below about 43%; also: 0% is about no effect
AmpC detergent = qHTS Inhibitors of AmpC Beta-Lactamase (assay with detergent); Potency, µM (doses to about 114 µM), without a hit: at the top dose activity change, negative = inhibition, most hits filed as inhibitors; AID 485294, 2010; AmpC hydrolysis of nitrocefin, absorbance 480 nm, 0.01% Triton; 370,000 compounds, 0.041% hits;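 also: potency is read from the fitted curve at half-maximal effect; 0% = no-compound wells and -100% = no-enzyme wells; nearly all actives have a fitted effect of over 25% in size; some results filed as inactive show a strong effect at the top dose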
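AmpC (5.3 nM in the dispensed reagent) in 20 mM phosphate pH 7.0 with 0.01% (detergent screen) or 0.0001% Triton X-100 was preincubated with compounds for 15 min at room temperature. Nitrocefin was then added from an 800 uM solution, and hydrolysis was followed at 480 nm.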
CHX counter = Cycloheximide Counterscreen for Small Molecule Inhibitors of Shiga Toxin | 300,000 compounds, 12% hits | max response, % | cell reporter, cycloheximide protein synthesis inhibition counterscreen; in the data active = max response mostly above about 13%, no sharp cut-off; inactive = mostly below about 14%; also: read at 38.3 µM for the half of the compounds with a filed dose; 0% is about no effect
* hit, by the source's call; ? = inconclusive; / = no result given; & = joins results of further samples; ! = a repeat was not active; [ ] = dose if it differs, or a comment. Unless noted, calls follow the shape of the dose curve; as a rule, active = well fitted curve in the direction sought with a large enough effect; inconclusive = small, poorly fitted or top-dose-only effect, or another doubt; inactive = no such curve, though single readings can be large; an effect the other way counts as inactive or inconclusive.

SMILES	HCMV antiviral	Giardia FBPA inh	AMA1-RON2 inh	AmpC inh no detg	Shiga inhibitor	AmpC detergent	CHX counter
CN(c1cccc2cccnc12)S(=O)(=O)c1ccccc1	-28	2%&-29%	7%	-3%	16&25	-5%	7&13
CC(C)c1ccc(NC(=O)N2CCN(S(=O)(=O)c3ccccc3)CC2)cc1	?	-20%	-3%	-23%	-9	?	-1
COc1ccc(/C=N/n2c(C)nc3ccccc3c2=O)cc1OC	-16	1%	-3%	-5%	-4	1%	15
CC(=O)Nc1cccc(OCc2ccc(F)cc2)c1	?	-4%	8%	-34%	19	?	3
O=C(Cc1ccc(Cl)cc1)Nc1ncccn1	?	5%	5%	-27%	-2	-1%	-2
Cc1cc(C)c2c(=O)[nH]n(C3CC(C)N(C)CC3C)c2n1 (stereo unspecified)	35	-3%	-5%	-11%	2	?	0
COCCN(CC(=O)Nc1cccc(C)c1C)C(=O)Cc1ccsc1	?	/	5%	-23%	/	/	/
C[N+]12CCCCC1[C@@H](CO)CCC2 (stereo partly specified)	-16	2%	-2%	-18%	-16	4%	2
CCC(=O)N1C(=O)C2(Nc3ccccc3N2)c2ccccc21	/	3%	/	-14%	-8	1%	-6
CCN(CC)C(=O)CSc1nnc([C@@H](NC(=O)OC(C)(C)C)C(C)C)o1	26	4%	3%	-1%	-6	?	1
CN(C)c1c(F)cc(C(=O)NCc2ccccc2)cc1F	24	5%	-1%	-23%	5	-13%	20*
C#CC(CC)(CC)NC(=O)Nc1ccc(OCC)cc1	27	0%	-22%	-25%	26	-11%	11
CC(C)(C)C1CCC(C(=O)NCC(c2cccs2)N2CCOCC2)CC1 (stereo unspecified)	27	/	-4%	180%[activator]	-3	6%	1
O=C(NCCN1CCCCCC1)C1CCCN1S(=O)(=O)c1cccc2nsnc12 (stereo unspecified)	-2	-9%	21%	42%	15	4%	2
CCCOC(=O)c1ccc(-c2ccc(C=O)o2)cc1	48	-13%	3%	-20%	139*	-9%	44*
Cc1c(/C=N\NC(=O)c2cc3ccccc3o2)c2ccccc2n1C	-36	-6%	22%	0%	33	4%	5
COc1ccc(N2CCN(CCNC(=O)c3c(C)cc(=O)oc3C)CC2)cc1	-13	/	-13%	111%[activator]	-5	-6%	-4
O=C(CCc1c[nH]c2ccccc12)N1CCN(S(=O)(=O)c2ccccc2)CC1	3	/	-5%	2%	/	?	/
Cc1cccc(C(=O)N[C@H](C(=O)NCc2cccs2)C(C)C)c1	0	/	6%[11.6 µM]	-22%	/	/	/
COc1ccc(OC)c(NC(=O)C2C3CC4OC(=O)C2C4C3)c1 (stereo unspecified)	17	-3%	1%	-27%	9	-5%	-2

Grouped by structure: the compounds so far with an aryl methoxy group
SMILES	HCMV antiviral	Giardia FBPA inh	AMA1-RON2 inh	AmpC inh no detg	Shiga inhibitor	AmpC detergent	CHX counter
COc1ccc(/C=N/n2c(C)nc3ccccc3c2=O)cc1OC	-16	1%	-3%	-5%	-4	1%	15
COc1ccc(N2CCN(CCNC(=O)c3c(C)cc(=O)oc3C)CC2)cc1	-13	/	-13%	111%[activator]	-5	-6%	-4
COc1ccc(OC)c(NC(=O)C2C3CC4OC(=O)C2C4C3)c1 (stereo unspecified)	17	-3%	1%	-27%	9	-5%	-2

Next part:
SMILES	HCMV antiviral	Giardia FBPA inh	AMA1-RON2 inh	AmpC inh no detg	Shiga inhibitor	AmpC detergent	CHX counter
Cc1ccc([C@@H]2CC=C(C(=O)O)[C@H](c3ccc(F)cc3)N2S(=O)(=O)c2ccc(C)cc2)cc1	48	/	15%	-15%	/	-13%	/
COC(=O)c1ccc(S(=O)(=O)NCc2ccc(OC)cc2)n1C	12	2%	5%	-8%	-6	-8%	-2
CC(=O)Nc1c(C(=O)N2CCOCC2)sc2nc3c(cc12)COC(C)(C)C3	9	2%	13%	-11%	-21	?	6
CC(CN1CCOCC1)OC(=O)c1cccs1 (stereo unspecified)	39	-8%	3%	-7%	-7	8%	0
Cn1cnnc1SCC(=O)Nc1ccccc1	20	-14%	8%	-10%	1	-12%	2
CCn1c(=O)c2cc(C(=O)N3CCN(C)CC3)sc2c2ccccc21	-18	-1%	-4%	0.63µM*	11	-5%	1
CN(Cc1c(C(=O)N2CCCCCCC2)nc2ccc(Cl)cn12)C1CCOC1 (stereo unspecified)	-30	/	5%	34%	-5	7%	0
COC(=O)NC1c2ccccc2Oc2ccc(C)cc21 (stereo unspecified)	-31	-5%	10%	-6%	-6	-2%	-2
C=CCSc1nc2c(cnn2-c2ccc(C)c(C)c2)c(=O)[nH]1	-11	1%	-1%	-16%	-9	?	-6
COCCNc1nc(C)cc(-c2cc(C(=O)NC3CCCC3)on2)n1	27	6%	-7%	11%	-4	4%	-3
COc1cccc(NC(=O)c2c(F)cccc2F)c1	11	/	-1%	-8%	/	?	/
Cc1ccc(-n2ncc3c2CC(C)(C)CC3NC(=O)c2ccc[n+]([O-])c2)cc1 (stereo unspecified)	15	0%	-9%	191%[activator]	-11	-10%	5
Fc1ccccc1/C=N/n1c(COc2ccccc2)n[nH]c1=S	-16	6%	108%[activator]	-34%	-6	-13%	-1
COc1ccc(NC(=O)NC2(C(=O)N3CCOCC3)CCCCC2)cc1	-4	4%	1%	0%	14	2%	22*
COc1cc(/C=N/NC(=O)Nc2ccccc2)ccc1OC(C)=O	45	-1%	-8%	-20%	53*	?	39*
O=c1[nH]c(=S)n(C2CC2)c(O)c1/C=N/N1CCOCC1	68	-21%	8%	-15%	-7	?	-5
Cc1ccc2c(c1)sc1nc(=O)ccn12	26	4%	10%	-14%	20	-4%	4
Cc1ccc(C(c2sc3ncnn3c2O)N2CCCCC2)cc1 (stereo unspecified)	67	-10%	10%	9%	37*	?	10*
COC(CNC(=O)CN1CCN(Cc2ccc(F)cc2Cl)C1=O)OC	-9	3%	1%	-11%	-2	3%	-3
Fc1cccc(-c2nnn3c2nc(Cl)c2ccccc23)c1	200	-1%	11%	-17%	7	1%	16
CS(=O)CSc1nc2c(cc1C#N)CCCC2 (stereo unspecified)	-34	0%	-5%	-6%	-10	2%	10
CCC(Cc1ccccc1)NC(=O)CCNS(=O)(=O)c1cc(Br)cnc1N (stereo unspecified)	17	/	24%	8%	-5	0%	-2
COCc1cc(CN2CCN(CCCc3ccccc3)C(CCO)C2)ccc1OC (stereo unspecified)	0	-5%	5%	21%	-9	-1%	2
Cc1cc(C)cc(C(=O)N(C)C2CCCN(Cc3ccccc3F)C2)c1 (stereo unspecified)	8	7%	0%	59%	-3	-8%	-4
CCOC(=O)c1nnn2c1nc(N1CCN(C)CC1)c1ccccc12	-6	5%	-13%	-8%	11	-11%	-1
CC(C)Cc1nnc(NC(=O)CCS(=O)(=O)c2ccc(Cl)cc2)s1	63	-5%	2%	-17%	11	0%	6
Cc1ccc(C(=O)NC(=S)Nc2ccccc2N2CCCC2)cc1[N+](=O)[O-]	-4	3%	5%[11.6 µM]	-31%	-1	-1%	5
CCOC(=O)/C=C1/SCC(=O)N1CC(=O)Nc1cccc(F)c1	?	/	2%	-26%	/	5%	/
O=[N+]([O-])c1ccc(CN2CCN(c3ccc(Cl)cc3)CC2)o1	35	?	?	-6%	-6	?	6
Cc1nccn1CCOc1ccc(Cl)cc1	-7	25µM*	7%	-2%	/	?	-1
O=C1CC(C(=O)O)S/C(=N\NC(=O)c2ccc(F)cc2)N1 (stereo unspecified)	26	-23%	42%[activator]	-19%	-8	-12%	-3
CS(=O)(=O)c1ccc(-c2nn[nH]n2)cc1	40	13%	-1%	-13%	25	?	-2
CCN(CC)S(=O)(=O)c1ccc(/C=C/C(=O)Nc2ccc(Br)cc2F)cc1	-73*	-2%	4%	-34%	1	1%	1
Cc1cc(C(=O)CSc2nnc(-c3cccs3)n2Cc2ccccc2)c(C)n1C	-38	3%	-10%	30%	3	-5%	-3
COc1cc2c(-c3ccc(O)cc3)nc3c(c(C)nn3-c3ccccc3)c2cc1OC	-72*	-8%	-5%	-27%	-19	-2%	-1
CCc1noc(C)c1C(=O)Oc1ccc(N(C)S(=O)(=O)c2ccc(C)c(C)c2)cc1	-12	/	-4%	-37%	/	0%	/
NC(=O)c1ccc(NC(=O)CSc2nc3ccccc3c(=O)n2CCCN2CCOCC2)cc1	-15	/	0%	-17%	/	-2%	/
NC(=O)C1CCN(CC(O)COc2ccc(-c3ccccc3)cc2)CC1 (stereo unspecified)	-33	-2%	-4%	177%	-11	?	2
COc1cc(OC)cc(C(=O)NCCn2ccc3ccccc32)c1	26	-5%	-2%	-12%	-3	-12%	10
O=C(CN(CC1CCCO1)C(=O)CCC(=O)Nc1nccs1)NCC1CCCO1 (stereo unspecified)	21	-9%	-2%	3%	79	-17%	-2
O=C(NC1(O)C(=O)c2ccccc2C1=O)c1ccccc1	39	?	1%	-5%	-3	?	-2
O=C(CCc1c[nH]c2ccccc12)OCc1ccc(Br)cc1	33	/	-10%	103%[activator]	-14	-2%	1
COc1ccccc1S(=O)(=O)N1CCN(S(=O)(=O)c2cccs2)CC1	?	/	-5%	-12%	/	-20%	/
Cc1ccc(Nc2nc(N)nc(CSc3nc4ccccc4s3)n2)cc1	-91*!	-10%	17%	30%	37*	-3%&-10%	37*
N#C/C(=C\c1cccnc1)C(=O)Nc1ccccc1	8	1%	11%	-18%	19	-5%	18*
Cc1cc(C(=O)NC2CCCc3c2cnn3-c2ccc(C)c(C)c2)n(C)n1 (stereo unspecified)	-99*	/	0%	133%[activator]	-2	5%	-1
Cc1cc(NS(=O)(=O)c2ccc(NC(=O)c3ccc(Br)o3)cc2)nc(C)n1	-27	7%	-9%	-20%	4	-1%	-1
O=C(OCc1cc(-c2ccccc2)no1)c1ccc2ccccc2n1	42	-2%	-1%	-29%	-2	?	-4
NS(=O)(=O)c1ccc(NC(=O)COC(=O)c2ncc(Cl)c(Cl)c2Cl)cc1	-3	/	-9%	-24%	/	/	/
CCOc1ccccc1C(=O)Nc1ccccc1C(N)=O	-6	-5%	3%	-25%	27	?	9
CC(=O)Nc1ccccc1-c1nn[nH]n1	29	5%	6%	-7%	-18	?	-5

Reformatted as a markdown table: 4 of the compounds above.
| Compound | HCMV antiviral | Giardia FBPA inh | AMA1-RON2 inh | AmpC inh no detg | Shiga inhibitor | AmpC detergent | CHX counter |
| --- | --- | --- | --- | --- | --- | --- | --- |
| O=C(NC1(O)C(=O)c2ccccc2C1=O)c1ccccc1 | 39 | ? | 1% | -5% | -3 | ? | -2 |
| O=C(CCc1c[nH]c2ccccc12)OCc1ccc(Br)cc1 | 33 | / | -10% | 103%[activator] | -14 | -2% | 1 |
| COc1ccccc1S(=O)(=O)N1CCN(S(=O)(=O)c2cccs2)CC1 | ? | / | -5% | -12% | / | -20% | / |
| Cc1ccc(Nc2nc(N)nc(CSc3nc4ccccc4s3)n2)cc1 | -91*! | -10% | 17% | 30% | 37* | -3%&-10% | 37* |

Compound activity from PubChem.
